UPR XBP1 act: activators of adaptive XBP1 UPR arm, primary screen, cell-based, CHO-XBP1 luciferase reporter, luminescence, uHTS; AID 463104, 2010; 330,000 tested, 0.33% active; IRE1-XBP1 UPR activation; percent of tunicamycin response, DMSO as zero; activation, % at 20 µM;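 active = versus positive control, 20 µM dose yields 30% or more activation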;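 note: 100% = tunicamycin at 10 µg/mL and 0% = DMSO only wells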
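assay system = CHO-XBP1 luciferase reporter cells | amount = 1000 cells/well | buffer or medium = F12 plus 10% FBS | compound dosing = single point, 20 µM final compound, 1% DMSO | incubation = 16-18 h cell attachment at 37 °C, then 6 h compound exposure | detection = Steady-Glo luminescence read | controls = tunicamycin 10 µg/mL and vehicle-only wells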
CCR6 antag: CCR6 receptor antagonists, primary screen, cell-based, CHO-K1, luminescence, beta-arrestin, uHTS | C-C chemokine receptor type 6 (Homo sapiens), P51684 | CHO-K1 CCR6 PathHunter beta-arrestin, CCL20-stimulated | inhibition, % at 20 µM | 340,000 tested, 0.49% active;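 active = compounds whose inhibition of the agonist-driven luminescence signal at 20 µM reaches about 50%, limit read from the data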;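 note: cells stimulated with CCL20 at 14 nM final; plate controls were DMSO with CCL20 for no effect and DMSO without agonist for full effect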
Target sequence (P51684 whole entry, looked up): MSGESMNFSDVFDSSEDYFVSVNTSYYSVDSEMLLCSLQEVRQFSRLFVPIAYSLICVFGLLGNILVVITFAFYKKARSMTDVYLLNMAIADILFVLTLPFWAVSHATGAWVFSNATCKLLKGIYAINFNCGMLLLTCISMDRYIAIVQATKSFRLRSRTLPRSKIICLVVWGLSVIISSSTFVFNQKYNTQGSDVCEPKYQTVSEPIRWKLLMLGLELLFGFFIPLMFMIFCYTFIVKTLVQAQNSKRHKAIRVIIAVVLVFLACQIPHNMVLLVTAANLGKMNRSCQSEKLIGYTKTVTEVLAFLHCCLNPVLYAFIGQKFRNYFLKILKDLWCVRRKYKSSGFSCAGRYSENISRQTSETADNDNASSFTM
Mdm2 MdmX PPI: inhibitors of human Mdm2-MdmX association, primary screen, cell-based, luminescence, split luciferase, SaOS-2, uHTS; inhibition, % at 8 µM; AID 485346, 2010; SaOS-2 split-luciferase Mdm2/MdmX complementation; 330,000 tested, 3% active; Protein Mdm4 (Homo sapiens) + E3 ubiquitin-protein ligase Mdm2 (Homo sapiens), …;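 active = inhibition of at least 50% at 8 µM in the primary screen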
Gli-Sufu block: Gli-Sufu pathway antagonists, primary screen, luciferase luminescence, Sufu-KO-LIGHT cells, uHTS | Sufu-KO-LIGHT fibroblasts, Gli luciferase reporter luminescence | inhibition, % at 5 µM | 340,000 tested, 0.74% active;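 active = inhibition above about 55%, limit read from the data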;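 note: 0% = DMSO-treated cells and 100% = wells with medium but no cells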
697 NFkB inh: inhibitors of PMA/ionomycin-induced NF-kB reporter, 697 cells, primary screen, B-cell NF-kB inhibitor project, cell-based, luminescence, uHTS; 330,000 tested, 0.33% active; 697 B-cell NF-kB luciferase reporter, 16 h; inhibition, % at 4 µM; AID 435022, 2010; in the data active = inhibition above about 35%
CXCR6 inh: CXCR6 receptor inhibitors, primary screen, cell-based, beta-arrestin, luminescence, CHO-K1 PathHunter, 1536-well | inhibition, % at 20 µM | C-X-C chemokine receptor type 6 (Homo sapiens), O00574 | 360,000 tested, 0.36% active | AID 602244, 2012; in the data active = inhibition above about 34%, passing the limit was not always enough;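 note: antagonist mode with CXCL16 agonist at 10 nM final; 0% = 10 nM CXCL16 with DMSO and 100% = unstimulated wells without agonist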
Target sequence (O00574 whole entry, looked up): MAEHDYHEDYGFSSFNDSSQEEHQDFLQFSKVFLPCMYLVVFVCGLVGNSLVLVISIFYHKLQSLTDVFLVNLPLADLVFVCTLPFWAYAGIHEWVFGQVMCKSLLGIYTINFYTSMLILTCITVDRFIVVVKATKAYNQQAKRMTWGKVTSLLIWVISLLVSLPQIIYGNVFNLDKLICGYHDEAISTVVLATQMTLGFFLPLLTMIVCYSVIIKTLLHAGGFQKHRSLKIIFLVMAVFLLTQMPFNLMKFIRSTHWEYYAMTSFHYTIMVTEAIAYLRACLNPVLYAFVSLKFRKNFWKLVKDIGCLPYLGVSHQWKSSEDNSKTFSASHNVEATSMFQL
EBI2 block: EBI2 receptor antagonists, beta-arrestin recruitment, primary screen, cell-based, luminescence, 7a,25-OHC stimulation, uHTS | G-protein coupled receptor 183 (Homo sapiens), P32249 | 7a,25-OHC stimulated | inhibition, % at 5 µM | 360,000 tested, 0.81% active | AID 651636, 2012; in the data active = inhibition above about 38%;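 note: enzyme fragment complementation signal reports receptor beta-arrestin coupling in cells; 0% = agonist plus DMSO wells and 100% = wells without agonist; some results beyond the cut were filed as inactive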
Jurkat NFkB inh: inhibitors of induced NF-kB luciferase reporter, primary screen, TCR NF-kB activation inhibitor project, cell-based, luminescence, uHTS | inhibition, % at 4 µM | 330,000 tested, 0.53% active | Jurkat, PMA/ionomycin-induced NF-kB luciferase reporter; in the data active = inhibition above about 50%
CHOP UPR activ: activators of apoptotic CHOP UPR arm, primary screen, cell-based, CHO-CHOP luciferase reporter, luminescence, uHTS; UPR activation; percent of tunicamycin response over DMSO baseline; activation, % at 10 µM; 330,000 tested, 0.34% active;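 active = at 10 µM dose, activation of 40% or more, normalized to positive control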;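 note: 100% = tunicamycin at 10 µg/mL and 0% = DMSO alone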
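System: CHO CHOP reporter cells. Amount: 500 cells per well. Buffer or medium: F12 medium, 10% FBS. Compound dosing: one dose, 10 µM in 0.5% DMSO. Incubation: 6 h compound exposure at 37 °C after overnight seeding. Technique: Steady-Glo luciferase luminescence. Benchmarks: tunicamycin and DMSO controls.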
An asterisk follows results filed as active; . = not tested or not shown.

Key to letters – A = UPR XBP1 act; B = CCR6 antag; C = Mdm2 MdmX PPI; D = Gli-Sufu block; E = 697 NFkB inh; F = CXCR6 inh; G = EBI2 block; H = Jurkat NFkB inh; I = CHOP UPR activ
Compound: O=C1C=Cc2ccccc2/C1=C/c1[nH]c(=O)[nH]c1O
  A = -1; B = -10; C = -7; D = 48; E = -18; F = -4; G = 5; H = 0; I = -1.3
Compound: CCCCC/C=C\C/C=C\C/C=C\CCCCC(=O)O
  A = -8; B = -6; C = 18; D = -7; E = 27; F = -11; G = -2; H = 7; I = -0.8
Compound: Cc1ccc(-c2nc(CS(=O)CC(=O)NC3CC3)c(C)o2)cc1 (configuration not stated)
  A = -4; B = 3; C = 12; D = 1; E = -1; F = -8; G = 2; H = 8; I = 1.1
Compound: CC(=O)Nc1ccc(S(=O)(=O)NCc2ccc(C(=O)N3CCOCC3)cc2)cc1
  A = -4; B = 6; C = 19; D = -6; E = 3; F = -9; G = 3; H = -13; I = 4.7
Compound: Cc1cc(OCC(=O)N2CCC(O)(c3ccc(Cl)cc3)CC2)c2c(C)cc(=O)oc2c1
  A = -6; B = 15; C = 16; D = 41; E = -10; F = -9; G = 6; H = 2; I = 0.6
Compound: O=C(CCC(=O)N1CCN(c2ccccn2)CC1)c1ccc(Cl)s1
  A = 2; B = 13; C = -22; D = -1; E = -8; F = -4; G = -5; H = -22; I = 1.7
Compound: NC(=O)CNC(=O)[C@@H]1CC2(CC(c3ccc(Cl)cc3)=NO2)CN1C(=O)c1ccccc1 (some centres not stated)
  A = -1; B = 2; C = 3; D = -13; E = 20; F = 4; G = -4; H = 2; I = 1.6
Compound: O=C(C1CCN(S(=O)(=O)c2cccc3cccnc23)CC1)N1CCN(C2CCCCC2)CC1
  A = .; B = 17; C = .; D = 5; E = .; F = 15; G = -1; H = .; I = .
Compound: Cn1nc(C(F)(F)F)c2cc(C(=O)Nc3ccc(C(F)(F)F)cc3)sc21
  A = 5; B = 1; C = 61*; D = 19; E = -6; F = -15; G = 5; H = 7; I = 3.8
Compound: CCc1nc2n(n1)C(O)c1cc([N+](=O)[O-])ccc1S2 (configuration not stated)
  A = 0; B = 5; C = 33; D = -9; E = 8; F = 5; G = -9; H = -4; I = 0.9
Compound: COc1ccc(NC2CCCN(C(=O)CSc3ccccn3)C2)cc1OC (configuration not stated)
  A = -3; B = -4; C = 16; D = -20; E = 12; F = -3; G = -18; H = -22; I = 2.1
Compound: Cc1c(NC(=O)c2cccc(NC(=O)COc3ccc(C#N)cc3)c2)c(=O)n(-c2ccccc2)n1C
  A = -2; B = 16; C = 15; D = -9; E = 15; F = -14; G = -17; H = -14; I = -1.6
Compound: O=C(COC(=O)/C=C/c1ccc(F)cc1)Nc1cc(C(F)(F)F)ccc1N1CCOCC1
  A = 0; B = 2; C = 8; D = 15; E = 6; F = -7; G = -4; H = -5; I = -1.3
Compound: COc1ccc(C(c2sc3nc(C)nn3c2O)N2CCCCC2)cc1 (configuration not stated)
  A = -2; B = 3; C = 13; D = -12; E = 9; F = -2; G = -5; H = -8; I = 0.6
Compound: COc1cccc(CSc2nc3cc4c(cc3cc2C)OCCO4)c1
  A = -1; B = 12; C = 23; D = -2; E = -10; F = -12; G = 22; H = 11; I = 0.8
Compound: CC[C@H]1C(c2ccc(F)cc2)=NN(c2ccccc2)[C@@H]1CO
  A = 4; B = 20; C = 18; D = 5; E = -6; F = -7; G = -7; H = .; I = 1.1
Compound: C[C@@H](C(=O)N1CCN(C(=O)OC(C)(C)C)CC1)n1cc(CCCN=C(NC(=O)OC(C)(C)C)NC(=O)OC(C)(C)C)nn1
  A = 1; B = 4; C = 4; D = -8; E = 16; F = 5; G = -3; H = 6; I = -1.0
Compound: CCCCCCOC(=O)C(C#N)c1nc2ccccc2nc1N1CCN(C)CC1 (configuration not stated)
  A = -1; B = 12; C = 33; D = -16; E = 5; F = 6; G = 12; H = 2; I = 1.3
Compound: O=C(Nc1cccc([N+](=O)[O-])c1)c1cc(S(=O)(=O)N2CCOCC2)cs1
  A = -7; B = 18; C = 10; D = 1; E = 22; F = -2; G = 0; H = 10; I = 3.3
Compound: COc1cc2c(cc1OC)C(c1cc3ccc(C)cc3[nH]c1=O)N(C(=O)c1ccco1)CC2 (configuration not stated)
  A = 7; B = 6; C = -14; D = -18; E = -27; F = 11; G = -11; H = -19; I = -2.3
Compound: CN(C)C(=O)c1ccc(NC(=O)COc2ccc([N+](=O)[O-])cc2)cc1
  A = 0; B = 10; C = -15; D = -15; E = 12; F = -9; G = -4; H = -4; I = -1.1
Compound: COc1ccnc(NCc2ccc(Cl)cc2)c1C#N
  A = -2; B = 14; C = -18; D = -30; E = -49; F = -2; G = -9; H = -64; I = 1.8
Compound: CC(NC(=O)CN1C(=O)COc2ccccc21)c1ccccc1 (configuration not stated)
  A = 1; B = -5; C = -22; D = -11; E = 20; F = 3; G = -4; H = 12; I = 1.3
Compound: Cc1ccc2[nH]c(=O)c(CNS(=O)(=O)c3ccccc3)c(-c3ccccc3)c2c1
  A = 1; B = -15; C = -11; D = 7; E = -19; F = 1; G = -2; H = 36; I = 1.1
Compound: O=C(Nc1ccc(N2CCN(C(=O)c3ccccc3)CC2)cc1)c1ccc(Br)o1
  A = -5; B = -9; C = 9; D = 2; E = -11; F = -10; G = 2; H = 4; I = -2.4
Compound: CCOc1ccc(CNC(=O)CCCC(=O)n2ncc3cc(C)ccc32)cc1
  A = 4; B = 2; C = 7; D = -49; E = -64; F = 1; G = 1; H = 0; I = -0.1

Marked active in Mdm2 MdmX PPI, among the entries above:
SMILES	UPR XBP1 act	CCR6 antag	Mdm2 MdmX PPI	697 NFkB inh	CXCR6 inh	EBI2 block	Jurkat NFkB inh
Cn1nc(C(F)(F)F)c2cc(C(=O)Nc3ccc(C(F)(F)F)cc3)sc21	5	1	61*	-6	-15	5	7

5 structures out of the list, sorted by molar mass, descending.
Key to letters – A = UPR XBP1 act; B = CCR6 antag; C = Mdm2 MdmX PPI; D = Gli-Sufu block; E = 697 NFkB inh; F = CXCR6 inh; G = EBI2 block; H = Jurkat NFkB inh; I = CHOP UPR activ
Compound: C[C@@H](C(=O)N1CCN(C(=O)OC(C)(C)C)CC1)n1cc(CCCN=C(NC(=O)OC(C)(C)C)NC(=O)OC(C)(C)C)nn1
  A = 1; B = 4; C = 4; D = -8; E = 16; F = 5; G = -3; H = 6; I = -1.0
Compound: O=C(Nc1cccc([N+](=O)[O-])c1)c1cc(S(=O)(=O)N2CCOCC2)cs1
  A = -7; B = 18; C = 10; D = 1; E = 22; F = -2; G = 0; H = 10; I = 3.3
Compound: Cn1nc(C(F)(F)F)c2cc(C(=O)Nc3ccc(C(F)(F)F)cc3)sc21
  A = 5; B = 1; C = 61*; D = 19; E = -6; F = -15; G = 5; H = 7; I = 3.8
Compound: CCOc1ccc(CNC(=O)CCCC(=O)n2ncc3cc(C)ccc32)cc1
  A = 4; B = 2; C = 7; D = -49; E = -64; F = 1; G = 1; H = 0; I = -0.1
Compound: COc1ccnc(NCc2ccc(Cl)cc2)c1C#N
  A = -2; B = 14; C = -18; D = -30; E = -49; F = -2; G = -9; H = -64; I = 1.8

Record cards (already shown). Values in the order: UPR XBP1 act	CCR6 antag	Mdm2 MdmX PPI	Gli-Sufu block	697 NFkB inh	CXCR6 inh	EBI2 block	Jurkat NFkB inh	CHOP UPR activ
Shown for NC(=O)CNC(=O)[C@@H]1CC2(CC(c3ccc(Cl)cc3)=NO2)CN1C(=O)c1ccccc1 (some centres not stated) → -1	2	3	-13	20	4	-4	2	1.6
Shown for Cc1ccc(-c2nc(CS(=O)CC(=O)NC3CC3)c(C)o2)cc1 (configuration not stated) → -4	3	12	1	-1	-8	2	8	1.1
